# Screening data (PubChem)
# Ecoli viability: reduces bacterial viability in AddAB counter-screen. E. coli V3065 growth, OD600 absorbance, 18 h. inhibition, % at 11.9 µM. actives 0.27% (n = 330,000);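 active means inhibition above the campaign's mean inhibition across all tested compounds plus 3 SD, cut at about 9.9% in these data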;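 further: uninfected addAB+ strain grown without phage in ampicillin broth; 0% = DMSO wells and 100% = ciprofloxacin 0.95 µg/ml wells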
# phage Ecoli inh: E. coli growth loss with phage present; AID 651602; growth absorbance; actives 0.26% (n = 360,000); inhibition, % at 11.9 µM; in the data active means inhibition above about 11%
# Arr AP2 block: human beta-arrestin and AP2 interaction inhibition | actives 0.31% (n = 340,000) | FITC-arrestin peptide / GST-AP2 beads, flow cytometry; AP2 beta2 appendage carries R879A mutation | inhibition, % at 10 µM;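 active means inhibition above a set limit, near 3 SD of compounds lacking own fluorescence, cut at about 54% in these data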;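 further: plate controls were DMSO wells for no effect and 5 µM unlabelled arrestin peptide for full effect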
#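 system = GST-tagged AP2 beta2-adaptin appendage (R879A) on 4 µm glutathione beads | reagent = FITC-labelled arrestin peptide probe, 50 nM final | schedule = compound with beads 12 min RT, then probe 1 h RT | signal = HyperCyt-sampled flow cytometry, FL1 channel, ex 488/em 535 nm | read-out = percent response from loss of bead-bound FITC fluorescence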
# PKA-R1A activ: activates the PKA-R1A holoenzyme complex | actives 0.083% (n = 340,000) | P00514+P68181 | AID 504707 | PKA-R1A dissociation, Cy5-IP20 fluorescence polarization; scaled: DMSO 0%, 113 µM cGMP 100% | activation, % at 11.4 µM;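 active means percent activation above the mean of all tested compounds plus 3 SD, cut at about 19% in these data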;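 further: higher means more PKAc released from R1A so a rise in polarization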
# PfHsp90 set2: inhibits growth of yeast expressing Plasmodium falciparum Hsp90; S. cerevisiae expressing PfHsp90, BacTiter-Glo ATP, 48 h; yeast lacking PDR1 and PDR3 efflux regulators; inhibition, % at 9.4 µM; actives 0.32% (n = 310,000);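 active means every replicate shows inhibition above about 80%, whatever the replicate mean, limit read from the data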;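 further: 0% = DMSO neutral controls and 100% = 20 µM radicicol positive controls; yeast relying on Plasmodium falciparum Hsp90 in place of its own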
# OPRM1-OPRD1 inv: mu-delta opioid heterodimer inverse agonism | P35372+P41143 | cell-based MOR-DOR heterodimer luminescence | inhibition, % at 9.3 µM | actives 0.21% (n = 340,000) | AID 504357; in the data active means inhibition above about 22%, passing the limit was not always enough;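 further: 0% = cells with DMSO and 100% = wells without cells with DMSO; values of inactives mirror those of a sister screen read the other way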
# MOR-DOR ag: agonists of human mu-delta opioid receptor heterodimerization. cells, OPRM1-OPRD1 heterodimerization, luminescence. actives 0.3% (n = 340,000). activation, % at 9.3 µM. P35372+P41143; in the data active means activation above about 18%;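 further: 0% = vehicle-treated cells and 100% = reference agonist; values of inactives mirror those of a sister screen read the other way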
# Pemphigus Ab inh: blocks pemphigus antibody binding to human desmoglein-3; P32926; DSG3-coupled beads, scFv-anti-DSG3-GFP binding, flow cytometry; active compounds read low; binding (percent of control), % at 10 µM; actives 0.48% (n = 310,000); AID 588358;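 active means binding more than 3 SD below its plate's average and above zero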;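 further: hits lower antibody fragment binding to DSG3; some compounds called inactive have numbers as strong as hits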
# Target sequence (P32926 whole entry, looked up, the tested form may be a part): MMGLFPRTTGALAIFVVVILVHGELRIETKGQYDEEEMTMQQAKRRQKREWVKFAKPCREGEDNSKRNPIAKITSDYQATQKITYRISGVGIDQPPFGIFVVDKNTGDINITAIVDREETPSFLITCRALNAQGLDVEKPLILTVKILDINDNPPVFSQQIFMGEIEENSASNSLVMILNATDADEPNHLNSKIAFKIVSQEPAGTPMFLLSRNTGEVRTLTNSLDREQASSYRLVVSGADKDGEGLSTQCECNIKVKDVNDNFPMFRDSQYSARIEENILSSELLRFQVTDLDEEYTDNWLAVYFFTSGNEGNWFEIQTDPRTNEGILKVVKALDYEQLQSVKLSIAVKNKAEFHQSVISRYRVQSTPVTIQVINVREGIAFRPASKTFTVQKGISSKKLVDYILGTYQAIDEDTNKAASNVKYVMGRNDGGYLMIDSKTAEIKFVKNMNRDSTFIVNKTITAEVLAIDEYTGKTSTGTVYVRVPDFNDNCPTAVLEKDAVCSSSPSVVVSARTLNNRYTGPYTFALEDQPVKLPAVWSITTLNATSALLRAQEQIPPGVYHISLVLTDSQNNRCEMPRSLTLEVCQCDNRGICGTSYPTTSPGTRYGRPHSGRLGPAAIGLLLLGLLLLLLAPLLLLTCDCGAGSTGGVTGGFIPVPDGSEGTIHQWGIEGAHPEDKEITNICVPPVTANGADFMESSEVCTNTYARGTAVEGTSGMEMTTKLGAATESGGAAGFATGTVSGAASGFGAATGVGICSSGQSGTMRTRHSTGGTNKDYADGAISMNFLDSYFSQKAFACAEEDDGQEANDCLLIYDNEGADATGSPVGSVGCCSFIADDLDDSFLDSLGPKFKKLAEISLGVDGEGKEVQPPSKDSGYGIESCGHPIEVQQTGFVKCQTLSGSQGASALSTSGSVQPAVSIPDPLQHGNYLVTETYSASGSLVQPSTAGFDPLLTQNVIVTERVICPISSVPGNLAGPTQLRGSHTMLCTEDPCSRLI
# Tat transport: inhibitors of E. coli Tat protein transport; E. coli MC4100 TorA-mCherry Tat export, fluorescence; inhibition, % at 10 µM; actives 0.036% (n = 340,000); AID 488895;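 active means mean replicate inhibition at least 50% and at least half of replicates individually reaching 50%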;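 further: exported cargo escapes ClpAP degradation while cytoplasmic cargo is degraded and loses fluorescence; 0% = median of neutral control wells and 100% = median of NaSCN control wells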
# AddAB inh: less growth of phage-infected E. coli with AddAB; inhibition, % at 11.9 µM; E. coli expressing H. pylori AddAB, absorbance growth; actives 0.29% (n = 330,000); in the data active means inhibition above about 12%;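 further: 0% = vehicle wells of infected cells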
# SUMO Mot1 rescue: inhibitors of SUMOylation pathway: yeast Mot1-301 growth rescue | actives 1% (n = 320,000) | growth rescue, % at 18.8 µM | AID 2716 | S. cerevisiae Mot1-301 growth rescue, ATP luminescence, 38.5C; percent above DMSO median, 100 means doubled;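 active means every valid replicate shows activation above 250% relative to neutral control wells; inactive means the rest, any valid replicate at or below 250%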;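 further: OY570 slx delta 5 strain wells were the positive control but not used for scaling; some compounds called inactive have numbers as strong as hits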
# Numbers without * were called inactive; i = inactive; x = no result given.
[1] CCn1cc(CCCC(=O)NCc2ccc(OC)cc2)c2ccccc21
[2] C=CCN(c1ccccc1)S(=O)(=O)c1ccc(Cl)c(C(=O)OCC(=O)N(C)C2CCS(=O)(=O)C2)c1 (stereo unspecified)
[3] CCC(=O)Nc1ccc(C(=O)Nc2cc(C)on2)cc1
[4] Cc1cc2c(cc1S(=O)(=O)Nc1cccc(C)c1C)OCC(=O)N2
[5] CCOC(=O)N1CCN(C(=O)CN(Cc2ccc(Cl)cc2)S(=O)(=O)c2ccccc2)CC1
[6] Cc1nc2c3c4c(sc3n3c(SCC(=O)NCc5ccco5)nnc3n2n1)COC(C)(C)C4
[7] Cc1ccccc1OCC(=O)OCn1nnc2ccccc2c1=O
[8] O=C(COc1ccccc1)Nc1nc2ccccc2[nH]1

screen / no.	1	2	3	4	5	6	7	8
Ecoli viability	x	1.4	-1.1	-1.1	-2.4	x	1.5	-1.9
phage Ecoli inh	-0.8	-1.8	3.1	4.5	1.9	-0.4	1.4	0.3
Arr AP2 block	4	17	-2	8	-5	9	43	3
PKA-R1A activ	5	-4	3	-8	-11	0	-4	0
PfHsp90 set2	-21	-12	26	6	12	-39	4	-31
OPRM1-OPRD1 inv	9	10	11	7	14	19	3	6
MOR-DOR ag	-1.8	-2.3	-1.8	-1.3	-2.8	-4.4	-0.6	-1.0
Pemphigus Ab inh	106	87	104	105	95	113	91	121
Tat transport	13	-8	-3	3	-5	-2	-4	-2
AddAB inh	x	0.0	0.0	-1.9	-2.4	x	0.0	1.0
SUMO Mot1 rescue	-14	4	245	-16	2	x	-19	x

# Records 1 through 8, reprinted for reference:
[1] CCn1cc(CCCC(=O)NCc2ccc(OC)cc2)c2ccccc21
[2] C=CCN(c1ccccc1)S(=O)(=O)c1ccc(Cl)c(C(=O)OCC(=O)N(C)C2CCS(=O)(=O)C2)c1 (stereo unspecified)
[3] CCC(=O)Nc1ccc(C(=O)Nc2cc(C)on2)cc1
[4] Cc1cc2c(cc1S(=O)(=O)Nc1cccc(C)c1C)OCC(=O)N2
[5] CCOC(=O)N1CCN(C(=O)CN(Cc2ccc(Cl)cc2)S(=O)(=O)c2ccccc2)CC1
[6] Cc1nc2c3c4c(sc3n3c(SCC(=O)NCc5ccco5)nnc3n2n1)COC(C)(C)C4
[7] Cc1ccccc1OCC(=O)OCn1nnc2ccccc2c1=O
[8] O=C(COc1ccccc1)Nc1nc2ccccc2[nH]1

screen / no.	1	2	3	4	5	6	7	8
Ecoli viability	x	1.4	-1.1	-1.1	-2.4	x	1.5	-1.9
phage Ecoli inh	-0.8	-1.8	3.1	4.5	1.9	-0.4	1.4	0.3
Arr AP2 block	4	17	-2	8	-5	9	43	3
PKA-R1A activ	5	-4	3	-8	-11	0	-4	0
PfHsp90 set2	-21	-12	26	6	12	-39	4	-31
OPRM1-OPRD1 inv	9	10	11	7	14	19	3	6
MOR-DOR ag	-1.8	-2.3	-1.8	-1.3	-2.8	-4.4	-0.6	-1.0
Pemphigus Ab inh	106	87	104	105	95	113	91	121
Tat transport	13	-8	-3	3	-5	-2	-4	-2
AddAB inh	x	0.0	0.0	-1.9	-2.4	x	0.0	1.0
SUMO Mot1 rescue	-14	4	245	-16	2	x	-19	x

# Next part
[9] Cc1ccc(NS(=O)(=O)c2ccc(-n3cccn3)cc2)cc1F
[10] Cc1ccc(SCC(=O)N(C)CC(=O)Nc2cccc(F)c2)cc1
[11] Cn1ncc(N=Cc2ccc([N+](=O)[O-])cc2)c1C(=O)Nc1ccccc1
[12] COc1ccc2c3c([nH]c2c1)C(C)N(CCC(=O)NN)CC3 (stereo unspecified)
[13] CCCn1c(N)nc2ccccc21
[14] Cc1nn(Cc2ccc(Cl)cc2Cl)c(C)c1NC(=O)C1C2CCC(O2)C1C(=O)O (stereo unspecified)
[15] NS(=O)(=O)c1ccc(CNC(=O)c2ccc(S(=O)(=O)C(F)F)cc2)cc1
[16] Cc1ccc(NC(=O)CNC2CCS(=O)(=O)C2)cc1C (stereo unspecified)

screen / no.	9	10	11	12	13	14	15	16
Ecoli viability	4.7	-0.7	-0.6	x	1.4	-3.3	-0.3	x
phage Ecoli inh	2.5	-2.2	2.0	-1.9	3.9	0.9	1.2	1.4
Arr AP2 block	-2	0	40	25	6	-8	-12	-6
PKA-R1A activ	-1	1	3	1	-5	-19	0	2
PfHsp90 set2	-1	-9	31	-4	8	3	-26	-15
OPRM1-OPRD1 inv	-4	-5	-7	-9	2	6	-3	12
MOR-DOR ag	0.7	1.0	1.3	1.7	-0.4	-1.1	0.5	-2.5
Pemphigus Ab inh	103	101	101	87	100	98	97	x
Tat transport	-6	-5	-12	0	-13	-10	-5	-3
AddAB inh	-0.9	-0.3	2.4	x	5.0	-0.1	2.5	x
SUMO Mot1 rescue	-20	8	5	16	5	-20	38	x

[17] Cc1cc(C)c(C#N)c(SCc2cn3c(C)cccc3n2)n1
[18] O=C(NC(Nc1ccc(F)cc1)(C(F)(F)F)C(F)(F)F)c1cccnc1
[19] Cc1nc(NC(=O)c2ccccc2)sc1-c1csc(N)n1
[20] COC(=O)C(C)NS(=O)(=O)c1ccc(NC(C)=O)cc1 (stereo unspecified)
[21] O=C(NCc1ccccn1)c1ccc(OC2CCN(Cc3ccc(Cl)s3)CC2)cc1
[22] Cc1ccc(S(=O)(=O)N2CCCC2CNC(=O)C(=O)NCc2cccs2)cc1 (stereo unspecified)
[23] O=C(C[n+]1cccc(Br)c1)c1ccc(-c2ccccc2)cc1
[24] O=C1C(Cl)=C(O)C2(Cl)C(Cl)=C(Cl)C12Cl (stereo unspecified)

screen / no.	17	18	19	20	21	22	23	24
Ecoli viability	1.0	-0.3	-1.6	-0.4	1.8	1.0	1.0	x
phage Ecoli inh	0.6	1.7	3.7	2.5	3.3	-0.1	-1.7	0.6
Arr AP2 block	11	8	6	-2	1	0	41	-19
PKA-R1A activ	1	-9	0	1	2	-13	5	5
PfHsp90 set2	1	-7	-27	-10	-17	6	-55	x
OPRM1-OPRD1 inv	11	15	13	3	7	8	10	3
MOR-DOR ag	-2.2	-3.0	-2.4	-0.5	-1.4	-1.3	-2.1	-0.6
Pemphigus Ab inh	98	85	x	102	x	110	101	90
Tat transport	0	1	-7	-3	2	-1	-6	-4
AddAB inh	4.7	1.9	0.6	0.1	5.6	1.5	0.7	x
SUMO Mot1 rescue	-4	6	89	2	-7	x	9	x

[25] COc1cccc(Nc2nc(NCCO)nc(N3CCCC3)n2)c1
[26] Cc1cccc(C(=O)NCC(=O)NC(C)CCc2ccccc2)c1 (stereo unspecified)
[27] Cc1csc(NC(=O)Nc2ccccc2[N+](=O)[O-])n1
[28] C/C(=N\NC(=O)c1ccc(-n2cnnn2)cc1)c1ccc(Cl)cc1
[29] CCOc1ncccc1C(=O)OC(C)C(=O)Nc1ccc(Cl)cn1 (stereo unspecified)
[30] O=[N+]([O-])c1ccccc1S(=O)(=O)N1CCSCC1
[31] Cc1ccccc1NC(=S)NNc1ncc(C(F)(F)F)cc1Cl
[32] Cc1ccc(C(C(=O)NC2CCCCC2)N(C(=O)c2csnn2)c2ccccc2F)o1 (stereo unspecified)

screen / no.	25	26	27	28	29	30	31	32
Ecoli viability	1.8	-0.8	6.7	1.8	x	-1.5	-2.9	1.7
phage Ecoli inh	2.6	-0.2	3.6	1.6	3.2	2.2	-1.1	-1.4
Arr AP2 block	18	-1	7	29	21	0	2	0
PKA-R1A activ	7	-5	-3	-8	5	-2	14	-1
PfHsp90 set2	15	9	-5	-19	x	4	19	-19
OPRM1-OPRD1 inv	-6	5	5	12	-2	2	46*	-19
MOR-DOR ag	1.1	-0.9	-1.0	-3.0	0.3	-0.5	-8.4	2.4
Pemphigus Ab inh	89	93	100	x	118	x	97	101
Tat transport	6	1	-2	7	-3	6	-8	4
AddAB inh	3.9	0.6	9.0	-0.2	x	-0.1	0.0	-0.8
SUMO Mot1 rescue	2	i	0	-11	x	-7	6	245

[33] CCn1nc(C(=O)OCC(=O)Nc2ncc(Cl)c(C)c2Cl)c2ccccc2c1=O
[34] O=C(CSc1nc2ccccc2[nH]1)c1ccccc1F
[35] Cc1cc(C)cc(NC(=O)NC2CCCCCCC2)c1
[36] CC(=O)c1cccc(NC(=O)c2ccc(NS(=O)(=O)c3c(C)noc3C)cc2)c1
[37] Cc1ccccc1C(=O)NCC(=O)NCC1(N2CCOCC2)CCCCC1
[38] Cc1cc(NC(=O)c2ccno2)no1
[39] CCN(CC)CCNC(=O)C(Oc1ccccc1)Oc1ccccc1
[40] CSc1ccccc1NC(=O)c1ccccn1

screen / no.	33	34	35	36	37	38	39	40
Ecoli viability	-2.1	1.4	x	0.1	1.7	0.1	-1.0	1.8
phage Ecoli inh	2.7	0.5	2.8	1.9	2.6	0.7	1.1	2.2
Arr AP2 block	-27	5	-1	1	-4	27	12	-4
PKA-R1A activ	4	-5	2	-2	6	-8	-12	-11
PfHsp90 set2	-32	-17	3	3	9	2	13	-22
OPRM1-OPRD1 inv	3	-2	-6	8	4	17	18	9
MOR-DOR ag	-0.7	0.5	1.1	-1.4	-0.8	-3.4	-3.2	-1.7
Pemphigus Ab inh	98	101	117	110	114	102	99	90
Tat transport	13	-15	-8	3	-4	0	1	-2
AddAB inh	-0.1	2.0	x	-2.0	-0.2	0.6	0.8	3.4
SUMO Mot1 rescue	147	-9	-1	-14	-2	11	-12	1

[41] S=c1[nH]nc(-c2cc(-c3ccsc3)n[nH]2)n1-c1ccccc1
[42] COc1ccc([N+](=O)[O-])cc1N(CC(=O)NC(C(C)C)C(C)C)S(C)(=O)=O
[43] COc1ccc(/C=C/C(=O)NC(=S)Nc2ccccc2)cc1OC
[44] Cc1c(CCC(C)C)c(-n2ccnc2C)n2c(nc3ccccc32)c1C#N
[45] COC(=O)c1coc(-c2ccc(C)cc2)c1C(=O)OC
[46] Fc1ccc(CN2CCSCC2)cc1F
[47] C#CCO[C@@H]1C[C@H](n2cnc3c(NC(=O)c4ccccc4)ncnc32)O[C@@H]1CO

screen / no.	41	42	43	44	45	46	47
Ecoli viability	0.9	3.5	-1.2	-2.5	-2.5	0.3	4.3
phage Ecoli inh	2.4	3.1	3.2	-0.6	1.3	-0.3	0.8
Arr AP2 block	-6	-12	4	1	-8	4	0
PKA-R1A activ	x	-2	2	-10	-12	5	-3
PfHsp90 set2	x	-9	-11	-11	1	-8	-4
OPRM1-OPRD1 inv	x	3	13	11	11	20	13
MOR-DOR ag	x	-0.6	-2.4	-1.8	-2.5	-3.9	-2.4
Pemphigus Ab inh	113	90	100	97	x	113	101
Tat transport	x	6	0	-7	3	2	-16
AddAB inh	1.1	3.3	5.0	1.5	1.1	3.7	3.1
SUMO Mot1 rescue	-3	1	-4	5	4	286	75
